Nrf2 inh: blocks Nrf2 signaling | A549 ARE-Fluc reporter, luciferase luminescence, 18-24 h | AID 504444 | 360,000 tested, 2.1% active | Potency, µM (series often up to 46 µM), inactives show at the highest dose activity change, negative = inhibition, usual class: inhibitors; note: potency is the fitted concentration of half-maximal effect; % is set by controls: 0 for no effect and ±100 for the full control effect; nearly all actives have a fitted effect of over 60% in size
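Concentration-response testing used A549 ARE_Fluc cells at 5000 cells/well. Following an 18-24 h compound incubation, viability was read by fluorescence (Ex 405/Em 525) and luciferase output by luminescence.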
MCF10A rerep: inducers of DNA re-replication in MCF 10A breast cells; MCF 10A DNA re-replication, Hoechst nuclear intensity, 48 h; Potency, µM (highest dose often 46.1 µM), for the others: at the top dose activity, positive = re-replication, most hits filed as activators; 350,000 tested, 2.9% active; AID 624296; note: potency is the fitted concentration of half-maximal effect; % of control where 0% means no effect; nearly all actives have a fitted effect of over 50% in size
HepG2 tox: HepG2 cytotoxicity, counter-screen for TGF-b inhibitors; AID 588856; HepG2 CAGA-GFP viability, ATP luminescence, 18 h; Potency, µM (highest dose often 46.1 µM), for the others: at the highest dose activity change, negative = cytotoxicity, most hits filed as cytotoxic; 410,000 tested, 0.76% active; note: potency is the fitted concentration of half-maximal effect; some results filed as inactive show a strong effect at the top dose
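CellTiter-Glo luminescence gave cytotoxicity after 18 hours at 37 degrees C. The cells were HepG2 CAGA-GFP in 1% FBS DMEM, stimulated with 500 pg/mL TGF-beta after compound addition. %Activity was normalised to no-cell wells (complete cell-killing) and DMSO (no toxicity), and curves were fitted and classified.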
TGFb SMAD3 inh: inhibitors of TGF-b signaling; HepG2 CAGA-GFP TGF-b/SMAD3 reporter, GFP fluorescence, 18 h; TGF-beta stimulated, 500 pg/mL final; Potency, µM (top dose mostly 46.1 µM), for inactives: at the top dose activity, negative = inhibition, most hits filed as inhibitors; 410,000 tested, 1.2% active; AID 588855; note: potency is the fitted concentration of half-maximal effect; % is set by controls: 0 for no effect and ±100 for the full control effect; nearly all actives have a fitted effect of over 65% in size
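Using HEPG2 CAGA-GFP reporter cells at 1000 cells/well, we pinned test compounds, stimulated with recombinant TGF-beta (500 pg/mL final) and measured total well GFP after 18 h.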
ATXN2 expr inh: inhibitors of ATXN2 expression; HEK-293 ATXN2-luciferase reporter, luminescence, 24 h; Potency, µM (top dose mostly 57 µM), without a hit: top-dose activity change, negative = inhibition, most hits filed as inhibitors; 360,000 tested, 0.72% active; AID 1745845; note: potency is the fitted concentration of half-maximal effect; % is set by controls: 0 for no effect and ±100 for the full control effect; nearly all actives have a fitted effect of over 55% in size
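qHTS (up to 57 uM final) was run with 24 h compound exposure of reporter cells at 37 °C. Each well was multiplexed: SteadyGlo luminescence measured ATXN2-luciferase expression after a fluorogenic Gly-Phe-AFC viability readout (25 uM final).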
IL-1B inflam inh: inhibitors of inflammasome signaling (IL-1 beta secretion); 360,000 tested, 4.7% active; AID 743279; activity change, % at 57.5 µM; THP-1 LPS/ATP IL-1B secretion, AlphaLISA, 16 h; stronger effect = lower value; in the data active = activity change below about -50%; inconclusive = mostly about -30% to -49%; note: % is set by controls: 0 for no effect and ±100 for the full control effect
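Secreted IL-1B measured by AlphaLISA bead assay after 16 h compound exposure of THP-1 cells; compounds (final up to 57.5 uM) added 1 h before LPS (250 ng/mL) and ATP (1.25 mM) stimulation; lower signal means less secretion.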
ATXN viability: cell viability loss in ATXN counter-screen; S2 cells (HEK-293 line with an ATXN2-luciferase reporter) viability, CellTiter-Fluor protease fluorescence, 24 h; Potency, µM (doses to about 56.7 µM), most hits filed as cytotoxic; 400,000 tested, 0.49% active; AID 651635; note: potency is the fitted concentration of half-maximal effect; nearly all actives have a fitted effect of over 40% in size
Nrf2 activator: activates Nrf2 signaling; 410,000 tested, 0.31% active; Potency, µM (highest dose often 46.1 µM), inactives show at the top dose activation, most hits filed as activators; AREc32 ARE-luciferase reporter (MCF7-derived line), luminescence, 24 h; note: potency is the fitted concentration of half-maximal effect; % of control where 0% means no effect; nearly all actives have a fitted effect of over 65% in size
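Steps: seed AREc32_Fluc cells (1000/well, 5% FBS OPTI-MEM); incubate overnight at 37 deg C; add 23 nL compound; incubate 24 hr; add Steady-Glo; hold 30 min RT; read luminescence.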
A549 tox: A549 cytotoxicity, counter-screen for Nrf2 inhibitors; A549 ARE-Fluc cells, CellTiter-Fluor viability, 18-24 h; 390,000 tested, 0.16% active; Potency, µM (titrated, usually from 46 µM), for inactives: at the highest dose activity change, negative = cytotoxicity, most hits filed as inhibitors; note: potency is the fitted concentration of half-maximal effect; % is set by controls: 0 for no effect and ±100 for the full control effect
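A549 ARE_Fluc cells in 5% FBS OPTI-MEM were exposed to compounds in concentration-response for 18-24 h at 37 deg C. Viability was read by CellTiter-Fluor fluorescence (Ex 405/Em 525) after 30 min, before the luciferase read.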
Active calls of the source: *; i = inactive; ? = inconclusive; . = no result given; [ ] = dose if it differs, or a comment. Unless noted, calls come from the whole dose curve; as a rule, active = well fitted curve in the direction sought with a large enough effect; inconclusive = small, poorly fitted or top-dose-only effect, or another doubt; inactive = no such curve, though single readings can be large; an effect the other way counts as inactive or inconclusive. Hits appear at their usual frequency; about 8.8% have a hit in one of these screens.

canonical_smiles	Nrf2 inh	MCF10A rerep	HepG2 tox	TGFb SMAD3 inh	ATXN2 expr inh	IL-1B inflam inh	ATXN viability	Nrf2 activator	A549 tox
Cc1ccc(C(=O)NCC(=O)NC2CC2)cc1	0.5%	-4.4%	2.8%	-5.8%	-26.4%	-3.0	i	0.2%	9.9%
Cc1ccc(-n2cnc3cc(C(=O)NCc4ccccc4Cl)ccc32)c(C)c1	.	.	-51.1%	0.0%	-22.8%	.	i	0.4%	6.4%
Cc1c(C(=O)O)oc2ccc(S(=O)(=O)NCc3ccc4c(c3)OCO4)cc12	-8.2%	-0.5%	8.0%	-4.8%	0.2%	5.3	i	0.1%	0.2%
Cc1cccc(C(=O)NCCCNC(=O)c2cccc(C)c2)c1	-4.6%	-2.0%	-11.0%	5.5%	-17.6%	59.8	i	-1.9%	2.4%
COc1cc(CNc2ccc3[nH]c(=O)[nH]c3c2)cc(Br)c1OCC(=O)NC(C)(C)C	20.5%	18.2%	-6.5%	3.8%	-13.1%	-67.6*	i	8.1%	-1.4%
Cc1ccc(S(=O)(=O)Nc2ccccc2F)cc1C(=O)N1CCCC1	-15.1%	4.0%	4.4%	2.3%	1.7%	27.3	i	-0.7%	2.1%
Cc1cc(C)nc(N(C#N)Cc2ccc(Cl)cc2)n1	?	-3.4%	1.7%	-0.4%	-17.6%	-7.2	.	0.0%	6.5%
O=C(CN1C(=O)c2ccccc2C1=O)Nc1ccccc1C(=O)N1CCCC1	15.1%	?	2.2%	1.4%	0.1%	0.0	i	0.5%	-1.2%
Cc1nc2ccc(S(=O)(=O)NC(C(=O)NCc3cccs3)C(C)C)cc2s1 (stereo unspecified)	1.1%	-3.8%	7.5%	-22.2%	9.3%	8.5	i	-1.1%	0.2%
COc1ccccc1OCCCCN1CCN(C(c2ccccc2)c2ccccc2)CC1	14.8%	?	-44.7%	?	-31.5%	-80.0*	?	5.6%	-6.0%
Cc1c(Cl)cccc1NC(=O)CNS(=O)(=O)c1cccs1	.	.	3.8%	10.6%	2.9%	.	i	-1.1%	-0.8%
CCOC(=O)N1CCN(S(=O)(=O)/C=C/c2ccccc2)CC1	4.9%	-2.4%	-13.6%	-17.4%	.	-20.9	.	2.7%	-9.4%
Oc1c(Cl)cccc1C=Nc1cc(C(F)(F)F)ccc1N1CCCC1	3.4%	6.1%	4.6%	15.9%	-1.3%	32.0	i	6.8%	-1.8%
Cc1ccc(S(=O)(=O)N2CCN(c3ccccc3)CC2)s1	?	-2.7%	-9.0%	-1.8%	.	-7.2	?	0.3%	1.7%
CCSc1nnc(NC(=O)CSC2=NN3CCCC(=O)N=C3S2)s1	-12.7%	2.9%	2.3%	-1.2%	5.3%[11.3 µM]	-6.7	i	0.0%	-0.5%
Cc1cn2c(=O)c(C(=O)NCc3ccc4c(c3)OCO4)cnc2s1	11.9%	0.2%	-4.9%	-1.1%	1.6%	3.7	i	-0.6%	-1.5%
CC(=O)Nc1ccc2c(c1)nc(CCN1CCOCC1)n2C	-55.2%	-0.5%	-12.0%	13.9%	-7.0%	12.1	i	-0.1%	-7.3%
O=C(CCSCCc1ccncc1)NCCCN1CCOCC1	?	-0.7%	8.4%	-1.6%	2.6%	12.9	i	-0.1%	0.2%
S=C(Nc1ccccc1Cl)N1CCCC1	11.3%	4.0%	2.2%	-8.7%	.	-8.4	i	-0.7%	4.9%
O=C(NCc1ccncc1)c1nnc(Cc2c(F)cccc2Cl)o1	6.8%	-0.6%	4.9%	0.0%	3.0%	16.6	i	-0.1%	-1.4%
Cc1cccc(N2CC(c3nc4ccccc4n3CCC3CCCCC3)CC2=O)c1 (stereo unspecified)	-18.0%	.	-1.7%	?	-3.7%	.	i	0.1%	-0.2%
O=c1[nH]nc(Cc2ccc(-c3ccc(Cl)cc3)o2)c2ccccc12	?	8.2µM*	-24.1%	1.0%	-20.1%	33.0	i	0.4%	-27.0%
CCOC(=O)N1CCN(c2c(N3CCN(c4cccc(C)c4C)CC3)c(=O)c2=O)CC1	-0.8%	-2.3%	0.6%	7.9%	-13.3%	-10.4	i	-1.1%	4.8%
CC(C)c1[nH]nc2c1C(C1C=CCCC1)C(C#N)=C(N)O2 (stereo unspecified)	?	?	-21.9%	?	.	-87.8*	?	?	-17.8%
OC(CNCc1ccccc1Cl)COc1ccc(F)cc1 (stereo unspecified)	18.7%	8.8%	-7.9%	0.8%	-0.6%	?	i	2.2%	-0.1%
CCN(CC)c1ccc(/C=N/Nc2ccccc2)c(O)c1	.	122.2%	-5.5%	?	4.1%	14.7	?	5.5%	-11.9%
CCOc1ccc(S(=O)(=O)N(C)c2ccc(OCC(=O)NCC3CCCCC3)cc2)cc1	?	?	-15.8%	?	?	?	?	-0.4%	?
COCCn1cc(C(=O)NCCN(C)C)c2c3ccccc3n(C)c2c1=O	4.2%	0.7%	-28.5%	-4.4%	.	23.2	i	-0.7%	6.9%
CCN(CC)C(=O)C(=O)N/N=C/c1ccc(Br)cc1	4.0%	-21.8%	-0.5%	12.1%	-18.9%	17.0	i	1.7%	-9.4%
CC(=O)c1cccc(OCC(=O)N2CCCc3ccccc32)c1	28.1%	-4.3%	3.5%	-1.1%	23.5%	54.7	i	1.8%	0.3%
COc1ccc(Cn2c(NCC(C)C)nc3c2c(=O)n(C)c(=O)n3C)cc1	?	.	-19.8%	2.6%	8.0%	.	i	0.5%	-3.2%
CCc1nnc(NC(=O)C(=O)NCCOC(=O)c2ccccc2Cl)s1	-28.9%	-1.1%	-1.4%	3.1%	-4.0%	18.8	i	-0.6%	0.5%
CC(OC(=O)CCNS(=O)(=O)c1cccs1)C(=O)Nc1ccc(S(N)(=O)=O)cc1 (stereo unspecified)	4.3%	12.0%	-4.9%	0.9%	-1.5%	2.1	i	-1.1%	0.5%
CN(c1ccccc1)S(=O)(=O)c1ccc(Cl)nc1	3.4%	-1.0%	0.5%	-1.8%	.	0.0	i	2.7%	7.4%
Cc1cc(OCC(=O)NCc2ccncc2)c2c(C)c(C)c(=O)oc2c1	-8.2%	9.1%	0.2%	-0.7%	4.5%	1.1	i	-0.2%	5.7%
Cc1ccc(-c2nnc(SCC(=O)Nc3ccccc3F)o2)cc1	?	-3.1%	-64.6%	1.0%	-79.7%	-25.4	i	-3.5%	-3.7%
CCCCN(C)CCN1C(=O)C2C(C(=O)Nc3ccc(C)cc3)C3C=CC2(O3)C1C(=O)NC1CCCCC1 (stereo unspecified)	-12.0%	7.3%	-5.8%	-16.9%	-18.6%	-53.9*	i	0.1%	-27.1%
Cc1ccccc1Oc1ccc2c(c1)[C@@H]1C[C@H](N(C)C(=O)c3ccco3)[C@H]([C@H](C)O)C(=O)N1CC2	.	.	-8.3%	-0.6%	-13.9%	0.4	i	11.5%	.
Cc1c(NC(=O)Cc2noc3ccccc23)cccc1[N+](=O)[O-]	-3.0%	10.3%	0.8%	-4.8%	0.0%	-0.3	i	0.0%	8.4%
C/C(=N\NC(=O)c1nnn(-c2nonc2N)c1-c1ccccc1)c1cccnc1	-15.3%	-1.3%	6.7%	-1.2%	12.1%	23.9	i	-0.2%	-2.1%
O=C(NC(O)C(=O)c1ccccc1)c1ccccn1 (stereo unspecified)	8.1%	28.5%	-1.4%	-6.2%	10.2%	3.8	i	2.5%	-10.7%
CN(CC(=O)Nc1cccc(F)c1)C(=O)CSc1nc2ccccc2s1	11.2%	-1.5%	5.9%	-12.1%	20.0%	-2.0	i	14.2%	-10.2%
Cc1ccc2c(c1)C1CN(C)CCC1N2S(=O)(=O)c1cc(C(F)(F)F)ccc1Cl (stereo unspecified)	-16.7%	8.7%	-42.6%	?	-32.2%	-28.5	i	0.5%	-12.9%
Cc1ccc(NC(=O)c2cnccn2)c(Br)c1	?	-2.7%	-0.6%	6.2%	23.1%	-2.4	i	1.8%	-4.2%
O=C(CN1CCN(S(=O)(=O)c2ccc(Cl)cc2)CC1)Nc1ccc2c(c1)OCCO2	-1.2%	-2.3%	-24.8%	-0.9%	-1.1%	-4.6	?	0.6%	-1.1%
O=C(c1cccs1)n1nc(-c2ccccc2)nc1NCc1ccco1	-21.7%	5.2%	-11.3%	-8.6%	1.9%	-15.6	i	0.6%	-5.0%
COc1ccc(OCC(=O)Nc2c(Cl)ccc3nsnc23)cc1	12.4%	-4.6%	-89.8%	-14.2%	3.7%	0.0	i	0.1%	16.1%
Cc1nn(C)cc1CNCc1c(C(=O)N2CCCCC2)nc2c(C)cccn12	-25.7%	-2.5%	6.4%	10.5%	-2.8%	6.8	i	-0.5%	1.4%
CCC(=O)Nc1cccc(-c2ccc(N3CCC(C)CC3)nn2)c1	?	11.3%	-32.2%	-2.9%	.	?	i	0.3%	1.9%
CC(=O)C1=C(O)C(=O)N(CCCCCC(=O)O)C1c1ccc(N(C)C)cc1 (stereo unspecified)	.	4.4%	-6.3%	12.6%	24.0%	-11.6	i	-0.5%	2.4%
Cc1nnc(NC(=O)CS(=O)(=O)Cc2ccccc2)s1	?	?	1.3%	10.2%	2.6%	6.7	i	-1.5%	1.3%
CN(CC(=O)Nc1cccc(F)c1)C(=O)/C=C/c1ccc(S(=O)(=O)N2CCCCCC2)cc1	?	7.8%	-3.4%	-10.7%	-14.9%	?	i	3.8%	-23.3%

High-throughput results deposited in PubChem BioAssay by National Center for Advancing Translational Sciences (NCATS).
